M4 PAM = human M4 muscarinic receptor positive allosteric modulators, primary screen, CHO-K1 cells, Fluo-8 calcium fluorescence; Muscarinic acetylcholine receptor M4 (Homo sapiens), P08173; CHO-K1 hM4/Gqi5, ACh EC20; 0% = ACh EC20, 100% = maximal ACh; activation, % at 3 µM; actives 0.4% (n = 360,000); AID 624126, 2012;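 active = activation above its plate's cutoff, the mean activation of sample wells plus 3 SD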; also: some results filed as inactive read as strong as hits
Target sequence (P08173 whole entry, looked up): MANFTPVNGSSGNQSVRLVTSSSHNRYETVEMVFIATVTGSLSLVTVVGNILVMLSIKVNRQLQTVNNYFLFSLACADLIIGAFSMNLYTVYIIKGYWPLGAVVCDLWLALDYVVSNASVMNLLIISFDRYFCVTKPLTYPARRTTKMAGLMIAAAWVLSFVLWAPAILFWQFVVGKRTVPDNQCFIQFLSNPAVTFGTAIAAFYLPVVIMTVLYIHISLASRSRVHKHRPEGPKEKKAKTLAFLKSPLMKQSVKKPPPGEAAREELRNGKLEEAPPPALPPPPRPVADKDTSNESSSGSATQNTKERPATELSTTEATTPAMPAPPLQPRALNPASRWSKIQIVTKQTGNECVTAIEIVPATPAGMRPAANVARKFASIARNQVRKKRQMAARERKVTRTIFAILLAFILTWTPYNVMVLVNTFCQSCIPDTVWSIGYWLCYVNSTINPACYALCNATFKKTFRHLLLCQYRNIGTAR
M5 antag = human M5 muscarinic receptor antagonists, primary screen, CHO cells, Fluo-8 calcium fluorescence. Muscarinic acetylcholine receptor M5 (Homo sapiens), P08912. CHO-hM5 cells, ACh EC80. inhibition, % at 3 µM. actives 0.59% (n = 360,000);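 active = inhibition above a per-plate cutoff, the mean of that plate's test compounds plus 3 SD, cut at about 27% in these data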;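 also: 0% = acetylcholine EC80 with DMSO and 100% = DMSO without agonist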
M4 ag = human M4 muscarinic receptor agonists, primary screen, CHO-K1 cells, Fluo-8 calcium fluorescence. Muscarinic acetylcholine receptor M4 (Homo sapiens), P08173. CHO-K1 hM4/Gqi5; vehicle 0%, full acetylcholine response 100%. activation, % at 3 µM. actives 0.14% (n = 360,000). AID 624127, 2012;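 active = activation above the run mean over all test wells plus 3 SD, cut at about 32% in these data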;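 also: peak over basal fluorescence ratio per well then scaled between controls; 0% = DMSO wells and 100% = acetylcholine at EC100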
CHRM1 PAM = human M1 muscarinic receptor positive allosteric modulators, primary screen, CHO-K1 cells, Fluo-8 calcium fluorescence, 1536-well | Muscarinic acetylcholine receptor M1 (Homo sapiens), P11229 | CHO-K1 hM1, ACh EC20; 0% = ACh EC20, 100% = maximal ACh | activation, % at 3 µM | actives 0.088% (n = 360,000) | AID 588819, 2011; in the data active = activation above about 19%, passing the limit was not always enough
Target sequence (P11229 whole entry, looked up): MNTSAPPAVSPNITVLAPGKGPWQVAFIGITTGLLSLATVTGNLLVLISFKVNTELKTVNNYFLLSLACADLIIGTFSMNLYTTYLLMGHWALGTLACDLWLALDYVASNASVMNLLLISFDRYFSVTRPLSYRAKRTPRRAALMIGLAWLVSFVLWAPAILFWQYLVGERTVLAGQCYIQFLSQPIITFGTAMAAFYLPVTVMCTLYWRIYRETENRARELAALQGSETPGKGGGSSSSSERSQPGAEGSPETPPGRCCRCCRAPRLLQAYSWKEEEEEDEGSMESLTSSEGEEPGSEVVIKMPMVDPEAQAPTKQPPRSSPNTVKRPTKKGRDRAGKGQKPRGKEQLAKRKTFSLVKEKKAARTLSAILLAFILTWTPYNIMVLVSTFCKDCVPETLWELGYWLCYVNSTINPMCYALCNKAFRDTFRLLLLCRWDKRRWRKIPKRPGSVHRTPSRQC
M4 antag = human M4 muscarinic receptor antagonists, primary screen, CHO cells, Fluo-8 calcium fluorescence; AID 624125, 2012; Muscarinic acetylcholine receptor M4 (Homo sapiens), P08173; inhibition, % at 3 µM; CHO-hM4 cells, ACh EC80; actives 0.73% (n = 360,000);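 active = inhibition above its plate's cutoff, the mean inhibition of sample wells plus 3 SD, cut at about 27% in these data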;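 also: 0% = acetylcholine EC80 with DMSO and 100% = DMSO without agonist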
CHRM5 PAM = human M5 muscarinic receptor positive allosteric modulators, primary screen, CHO-K1 cells, Fluo-8 calcium fluorescence; CHO-K1 hM5, ACh EC20 PAM; 0% = ACh EC20, 100% = ACh EC100; activation, % at 3 µM; actives 0.3% (n = 360,000);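 active = activation above the run cutoff, the mean activation of all test compounds plus 3 SD, cut at about 18% in these data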
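System: CHO-K1 hM5 cells. Reagent: acetylcholine, EC20 level. Compound dosing: single dose, 3 µM nominal final test concentration. Timing: Post-acetylcholine fluorescence recording 140 s. Detection: Fluo-8 calcium fluorescence. Read-out: % activation, ACh-normalized. Benchmarks: ACh EC20 and EC100 wells. Repeats: singlicate, one well per test compound.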
M5 ag = human M5 muscarinic receptor agonists, primary screen, CHO-K1 cells, Fluo-8 calcium fluorescence; Muscarinic acetylcholine receptor M5 (Homo sapiens), P08912; CHO-K1 hM5 cells; 0% DMSO wells, 100% maximal acetylcholine response; activation, % at 3 µM; actives 0.19% (n = 360,000); AID 624037, 2012;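 active = activation above the run's mean over test compounds plus 3 SD, cut at about 23% in these data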;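 also: signal is peak over basal fluorescence ratio across the kinetic read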
CRFR2-BP ag = agonists of CRF-BP/CRF-R2 complex, primary screen, cell-based, HEK293, calcium dye fluorescence, uHTS. CRF-binding protein / CRF receptor 2 complex (human). calcium dye fluorescence (FLIPR); percent of saturating CRF peptide response. activation, % at 13.2 µM. actives 0.46% (n = 350,000);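 active = activation of at least 50%, plus an integration ratio under a set limit after plate pattern correction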;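 also: plate controls were neutral control wells without compound for no effect and CRF at EC100 for full effect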
CRFBP-R2 block = antagonists of CRF-BP/CRF-R2 complex, primary screen, cell-based, HEK293, calcium dye fluorescence, uHTS; CRF-induced calcium fluorescence; inhibition, % at 11.8 µM; actives 0.59% (n = 350,000);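 active = inhibition of the ligand-induced calcium signal above about 50% at the single tested concentration, limit read from the data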
The depositor's hits bear a star; nt = not tested or not shown.

1) CCOC(=O)N/N=C/c1c(F)cccc1F
2) CCCc1cc(=O)[nH]c(SCC(=O)Nc2ccc(Br)cc2)n1
3) O=[N+]([O-])c1ccc(Sc2cccc[n+]2[O-])c2nonc12
4) CC12CC3CC(C)(C1)CC(C(=O)NCc1cccnc1)(C3)C2
5) CCCC1(c2ccccc2)NC(=O)N(CC(=O)Nc2cc(OC)cc(OC)c2)C1=O (stereo unspecified)
Screen / compound no.	1	2	3	4	5
M4 PAM	0	-2	-42	-5	2
M5 antag	-2	3	41*	0	-8
M4 ag	0	1	6	1	6
CHRM1 PAM	1	5	-1	7	7
M4 antag	3	17	64*	-3	-10
CHRM5 PAM	0	10	-14	-4	2
M5 ag	-1	-2	17	-2	5
CRFR2-BP ag	-2.0	0.6	25	-3.2	0.1
CRFBP-R2 block	-2	-2	-35	-3	-21

6) O=S1(=O)CC(O)C(O)CS1 (stereo unspecified)
7) CN(C(=O)c1c(Cl)nc2sccn12)C1CCCCC1
8) CSc1cccc(NC(=O)CCCOc2ccc(Cl)cc2Cl)c1
9) CCSc1nc2ccccc2n1C(=O)c1ccc(S(=O)(=O)N2CCCCC2)cc1
10) Cc1cccc(C(=O)Nc2ccc(NC(=O)c3ccccc3)cc2)c1
Screen / compound no.	6	7	8	9	10
M4 PAM	3	0	1	3	-5
M5 antag	5	1	3	4	7
M4 ag	1	1	0	1	6
CHRM1 PAM	nt	3	6	-1	5
M4 antag	1	4	8	4	2
CHRM5 PAM	-9	-4	-6	-2	-4
M5 ag	1	1	-6	-2	-1
CRFR2-BP ag	nt	-1.0	7.4	5.8	0.6
CRFBP-R2 block	nt	15	2	-6	-6

11) Cc1ccc2[nH]c(=O)c(-c3nc4ccccn4c3NCc3ccco3)cc2c1
12) COP(=O)(OC)c1nc(-c2cccc3ccccc23)oc1NCCc1ccccc1
13) COc1cccc(OCC(=O)NC2CCCCC2)c1
14) CC1=CC(=C(C#N)c2nc3ccccc3s2)C=C(C)N1CC1CCCO1 (stereo unspecified)
15) COc1cccc(C(=O)COC(=O)CCCC(=O)NC2CCCCC2)c1
Screen / compound no.	11	12	13	14	15
M4 PAM	3	-2	6	-2	4
M5 antag	-2	4	2	18	0
M4 ag	5	2	0	0	3
CHRM1 PAM	9	11	9	-1	9
M4 antag	7	-7	-3	-3	-1
CHRM5 PAM	-2	-7	-2	-6	-3
M5 ag	0	0	-1	-2	0
CRFR2-BP ag	-3.2	-0.9	0.8	64*	-2.3
CRFBP-R2 block	-19	-13	-1	-26	-8

16) Cc1cc(SC(C)C(=O)Nc2ncc(Cl)cc2Cl)nc2ccccc12 (stereo unspecified)
17) COc1ccc2c(c1)C(CC(C)=O)N(c1ccc(-c3cccnc3)cc1)C(c1ccsc1)=C2 (stereo unspecified)
18) CSC(=S)NN=C(C)c1cccc(C)n1
19) Clc1ccc(CSc2nnc(-c3ccccn3)n2Cc2cccs2)cc1Cl
20) CC(CNC(=O)COC(=O)c1cccs1)c1ccccc1 (stereo unspecified)
Screen / compound no.	16	17	18	19	20
M4 PAM	5	-5	4	4	7
M5 antag	4	-2	6	2	-1
M4 ag	0	0	0	0	2
CHRM1 PAM	7	nt	6	4	4
M4 antag	-11	4	0	-2	-19
CHRM5 PAM	-1	-4	-14	2	4
M5 ag	3	-1	3	0	-3
CRFR2-BP ag	1.3	nt	-1.1	nt	-4.8
CRFBP-R2 block	15	nt	-6	nt	0

21) Cc1ccc(C(C)NC(=O)Cn2nc(C)c([N+](=O)[O-])c2C)cc1 (stereo unspecified)
22) COc1ccc2cc3c(N)nn(C(=O)Cc4c[nH]c5ccccc45)c3nc2c1
23) O=C(O)Cc1ccc(NC(=O)c2ccc3c(c2)C(=O)N(Cc2ccco2)C3=O)cc1
24) Fc1ccccc1Cn1nnc(-c2ccc3c(c2)OCO3)n1
25) Cc1cc2sc3ccc(C#CC4(O)CCCCC4)cc3c(=O)c2cc1C
Screen / compound no.	21	22	23	24	25
M4 PAM	-8	-3	-6	-1	-3
M5 antag	-7	-5	18	2	7
M4 ag	1	2	0	-2	2
CHRM1 PAM	1	9	2	3	-2
M4 antag	-1	-2	12	14	10
CHRM5 PAM	-2	11	-6	-6	0
M5 ag	1	3	-4	-3	-4
CRFR2-BP ag	-0.3	-0.3	3.3	0.2	3.5
CRFBP-R2 block	4	8	-13	8	-20

26) Cc1ccc(C(=O)C2Oc3ccccc3C3CC(c4ccc(C)cc4)=NN23)cc1 (stereo unspecified)
27) CCOC(=O)C1=NN(c2ccccc2C)C2=NC(C)=C(C(=O)OC)C(c3cccs3)N12 (stereo unspecified)
28) NC(=O)[C@@H]1CCCNc2c(I)cc([N+](=O)[O-])cc2C(=O)N[C@@H](CCC(=O)O)C(=O)N[C@@H](CO)C(=O)N1
29) COc1ccc(NC(=O)N2CCCC(CNS(=O)(=O)c3cccs3)C2)c(C)c1 (stereo unspecified)
30) Cc1cccc(C)c1NC(=O)c1ccc2c(c1)CCN2S(C)(=O)=O
Screen / compound no.	26	27	28	29	30
M4 PAM	-5	-3	19	-1	-1
M5 antag	-4	-1	-2	-3	0
M4 ag	-1	-3	2	1	3
CHRM1 PAM	5	12	5	-1	-1
M4 antag	13	6	-25	-12	-3
CHRM5 PAM	-4	-2	1	0	-6
M5 ag	-3	-2	-4	-7	-2
CRFR2-BP ag	3.4	-0.7	0.7	-0.3	-2.9
CRFBP-R2 block	-4	10	-5	6	0

31) COc1cccc(C(=O)NC(C)c2cccc3ccccc23)c1OC (stereo unspecified)
32) CC1=NN(C(=O)c2ccoc2C)C(O)(C(F)(F)F)C1 (stereo unspecified)
33) CCCCCCC(C)n1[nH]c(=O)c2c(C)cc(=O)[nH]c21 (stereo unspecified)
34) Cn1cc(Cl)c(C(=O)N/N=C/c2ccc3c4c(cccc24)CC3)n1
35) O=C1C2C3C=CC(C3)C2C(=O)N1c1ccc(-c2nc3ccccc3o2)cc1 (stereo unspecified)
Screen / compound no.	31	32	33	34	35
M4 PAM	3	-6	-2	8	1
M5 antag	9	9	-4	-18	-3
M4 ag	2	1	1	2	0
CHRM1 PAM	4	-1	-5	15	3
M4 antag	11	0	-7	-1	10
CHRM5 PAM	-5	-9	5	5	4
M5 ag	-3	1	2	-3	-1
CRFR2-BP ag	-0.2	-1.6	-1.0	3.4	2.6
CRFBP-R2 block	-14	-7	27	-19	-2

Entries by screen from the entries so far.
M5 antag, entries 24–35: 2, 7, -4, -1, -2, -3, 0, 9, 9, -4, -18, -3
CRFR2-BP ag, entries 24–35: 0.2, 3.5, 3.4, -0.7, 0.7, -0.3, -2.9, -0.2, -1.6, -1.0, 3.4, 2.6

(cont.)
36) Cc1ccnc(SCC(=O)n2c3c(c4ccccc42)CC(C)CC3)n1 (stereo unspecified)
37) CCOC(=O)Cc1csc(N/C(=N/S(=O)(=O)c2cc(Br)ccc2OCC)c2ccccc2)n1
38) Oc1ccccc1/C=N/Nc1cc(N2CCCC2)nc(N2CCCC2)n1
39) C#CC(C)(C)NC(=O)CSc1nc2c(c(=O)n(C)c(=O)n2C)n1CCCC
40) Cc1ccccc1CN1CCNC(=O)C1CC(=O)NC1CCCCCCC1 (stereo unspecified)
Screen / compound no.	36	37	38	39	40
M4 PAM	7	-1	-11	-2	-7
M5 antag	1	-13	-9	1	-10
M4 ag	-1	1	0	3	2
CHRM1 PAM	5	11	-5	0	1
M4 antag	0	-5	-4	-6	1
CHRM5 PAM	-2	1	-1	-5	4
M5 ag	2	1	-1	1	-2
CRFR2-BP ag	0.0	-3.6	0.1	-1.9	2.3
CRFBP-R2 block	10	-8	-22	7	-16

41) NC(=O)C(c1ncc(C(F)(F)F)cc1Cl)c1c(Cl)cccc1Cl (stereo unspecified)
42) COc1cccc(OC)c1OCC(O)CN1CCN(c2ccccc2)CC1 (stereo unspecified)
43) O=C1CN(S(=O)(=O)c2ccc(Cl)cc2)c2ccccc2N1
44) CCOc1ccc2oc(C(=O)OCC(=O)NC3CC3)c(C)c2c1
45) CCS(=O)(=O)c1nc(S(=O)(=O)c2ccc(C)cc2)c(N2CCC(C)CC2)s1
Screen / compound no.	41	42	43	44	45
M4 PAM	23	3	0	6	-10
M5 antag	3	3	5	-3	-1
M4 ag	1	2	0	2	6
CHRM1 PAM	6	-7	5	6	-1
M4 antag	6	5	-8	0	0
CHRM5 PAM	-2	-3	5	15	0
M5 ag	3	-9	-5	6	-7
CRFR2-BP ag	-0.6	0.2	-0.8	0.2	-1.5
CRFBP-R2 block	-4	12	19	6	-5

46) Cc1ccc2oc(=O)n(CCOc3ccccc3C)c2c1
47) Cc1ccc(NNC(=O)c2ccno2)cc1Cl
48) COc1ccc(CNC(=O)[C@H](C)NC(=O)[C@@H]2Cc3ccccc3CN2)cc1
49) CCc1nnc(NC(=O)C2CCN(c3ncnc4sc(C)c(C)c34)CC2)s1
50) CC(C)Cn1nc(-c2ccccc2)c2ccccc2c1=O
Screen / compound no.	46	47	48	49	50
M4 PAM	-15	-6	-3	6	3
M5 antag	10	0	5	2	16
M4 ag	-2	22	0	0	0
CHRM1 PAM	-7	3	-1	7	5
M4 antag	7	-3	4	-4	-2
CHRM5 PAM	-17	-8	3	4	-2
M5 ag	-9	3	-1	1	-2
CRFR2-BP ag	6.7	-2.1	-2.1	0.1	-2.8
CRFBP-R2 block	15	-9	-27	-16	16

Quoted at random: 2 compounds from above, in no set order.
47) Cc1ccc(NNC(=O)c2ccno2)cc1Cl
48) COc1ccc(CNC(=O)[C@H](C)NC(=O)[C@@H]2Cc3ccccc3CN2)cc1
Screen / compound no.	47	48
M4 PAM	-6	-3
M5 antag	0	5
M4 ag	22	0
CHRM1 PAM	3	-1
M4 antag	-3	4
CHRM5 PAM	-8	3
M5 ag	3	-1
CRFR2-BP ag	-2.1	-2.1
CRFBP-R2 block	-9	-27

(cont.)
51) Cc1c(C(c2ccc(Br)cc2)c2c(C)n(C)n(-c3ccccc3)c2=O)c(=O)n(-c2ccccc2)n1C
52) CCOC(=O)c1cc(-c2ccccc2C)nn1CC1CC(c2cccnc2)=NO1 (stereo unspecified)
53) OCCc1c[nH]c2ccccc12
54) Cc1ccccc1C(=O)NNC(=O)CSc1nnc(-c2ccncc2)n1-c1ccccc1
55) Cc1ccnc(NS(=O)(=O)c2ccc(NS(=O)(=O)c3ccc([N+](=O)[O-])cc3)cc2)n1
56) CCN1CCN(c2nc3c(c(=O)[nH]c(=O)n3C)n2CCCc2ccccc2)CC1
Screen / compound no.	51	52	53	54	55	56
M4 PAM	0	1	12	9	1	10
M5 antag	0	12	9	-3	4	-1
M4 ag	1	4	2	1	0	0
CHRM1 PAM	2	5	3	-1	12	10
M4 antag	-8	-8	-36	-5	-17	-9
CHRM5 PAM	-6	-7	-10	6	1	-10
M5 ag	-13	-1	-3	0	-4	-5
CRFR2-BP ag	0.5	-0.5	-0.3	-1.0	-0.1	-3.9
CRFBP-R2 block	-3	1	10	-17	16	-4

High-throughput results deposited in PubChem by several laboratories.
